Tb PFK block = inhibitors of T. brucei phosphofructokinase | O15648 | T. brucei PFK, ADP-Glo luminescence | Potency, µM (titrated, usually from 57.5 µM), for the others: at the highest dose activity, negative = inhibition, usual class: inhibitors | 330,000 tested, 0.17% active;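 further: potency means the concentration at half of the fitted maximal effect; 0% = uninhibited 1x PFK enzyme wells and -100% = no-enzyme wells; nearly all actives have a fitted effect of over 60% in size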
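PFK 1.25 nM, F6P 0.5 mM, ATP 0.1 mM, 0.1 M TEA pH 8.0, 5 mM MgCl2, 0.01% Tween20, 0.1% BSA; 45 min RT. ADP-Glo readout. qHTS titration up to 57 uM; curves fitted, compounds curve-classed.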
KCNH2 3.1 inh = KCNH2 3.1 (human) potassium channel inhibition | U2OS KCNH2 3.1, thallium flux FluxOr; active compounds read low | activity change, % (tested at about 1.8 µM) | 340,000 tested, 0.95% active | AID 720553;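 active means maximum activity change below -70%; inconclusive means maximum activity change from -70% to -50%; inactive means maximum activity change above -50%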;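 further: thallium influx rate constant from kinetic fluorescence after stimulation buffer; on the % scale 0 is the no-effect control and ±100 the full control effect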
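Channel expression came from 3.1 mutant virus (1.77 x 10^8 /mL) applied to suspended U2OS cells for 4 h. Flux was tracked with FluxOr dye plus Red40 quencher, and kinetic rate constants normalized to controls.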
RORgamma inh = inhibitors of mouse ROR gamma transcriptional activity; Potency, µM (top dose mostly 53.6 µM), without a hit: top-dose activity change, negative = inhibition, usual class: inhibitors; AID 2551; Drosophila S2 Gal4-RORgamma UAS-luciferase reporter, 20 h; 310,000 tested, 5.4% active; further: potency means the concentration at half of the fitted maximal effect; on the % scale 0 is the no-effect control and ±100 the full control effect; nearly all actives have a fitted effect of over 60% in size
Target sequence (P51450 whole entry, looked up, the tested form may be a part): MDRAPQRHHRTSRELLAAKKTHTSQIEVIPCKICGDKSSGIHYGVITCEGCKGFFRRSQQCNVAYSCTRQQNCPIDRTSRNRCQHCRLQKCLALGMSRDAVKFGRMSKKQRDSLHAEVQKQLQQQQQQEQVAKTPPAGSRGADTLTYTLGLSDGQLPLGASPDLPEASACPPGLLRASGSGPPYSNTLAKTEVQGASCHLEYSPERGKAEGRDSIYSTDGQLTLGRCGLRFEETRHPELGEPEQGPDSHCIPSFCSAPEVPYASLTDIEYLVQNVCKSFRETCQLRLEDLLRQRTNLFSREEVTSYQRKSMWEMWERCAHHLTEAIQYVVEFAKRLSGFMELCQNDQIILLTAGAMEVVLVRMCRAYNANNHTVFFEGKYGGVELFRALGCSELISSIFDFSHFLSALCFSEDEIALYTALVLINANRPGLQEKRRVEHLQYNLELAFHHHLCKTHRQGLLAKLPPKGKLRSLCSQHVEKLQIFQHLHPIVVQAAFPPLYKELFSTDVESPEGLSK
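Stably transfected Drosophila Schneider cells are the test system, with ROR gamma fused to Gal4 and luciferase under UAS control; luminescence is read after 20 hr of 700 uM copper sulfate induction at ambient temperature.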
Rab9 promoter act = activates the Rab9 promoter | Huh7 Rab9 promoter-luciferase reporter, luminescence, 24 h | Potency, µM (highest dose often 9.22 µM), inactives show at the highest dose activation, negative = inhibition, most hits filed as activators | 320,000 tested, 2.8% active | AID 485297; further: potency means the concentration at half of the fitted maximal effect; % of control where 0% means no effect; nearly all actives have a fitted effect of over 60% in size
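Steps: seed 1500 Huh7 Rab9-luc cells per well, rest 2 h at 37 °C; add compound in DMSO; incubate 24 h; add luciferase reagent, 10 min ambient; read luminescence.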
FLuc counter = counter-screen for miR-21 project: firefly luciferase inhibitors or activators | P08659 | purified FLuc, Km substrates, luminescence inhibition | Potency, µM (top dose mostly 57.5 µM), for inactives: top-dose activity change, negative = inhibition, hits mostly inhibitors | 360,000 tested, 6.9% active | AID 588342;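 further: potency means the concentration at half of the fitted maximal effect; plate controls were vehicle for no effect and reference inhibitor for full effect; nearly all actives have a fitted effect of over 55% in size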
Target sequence (P08659 whole entry, looked up): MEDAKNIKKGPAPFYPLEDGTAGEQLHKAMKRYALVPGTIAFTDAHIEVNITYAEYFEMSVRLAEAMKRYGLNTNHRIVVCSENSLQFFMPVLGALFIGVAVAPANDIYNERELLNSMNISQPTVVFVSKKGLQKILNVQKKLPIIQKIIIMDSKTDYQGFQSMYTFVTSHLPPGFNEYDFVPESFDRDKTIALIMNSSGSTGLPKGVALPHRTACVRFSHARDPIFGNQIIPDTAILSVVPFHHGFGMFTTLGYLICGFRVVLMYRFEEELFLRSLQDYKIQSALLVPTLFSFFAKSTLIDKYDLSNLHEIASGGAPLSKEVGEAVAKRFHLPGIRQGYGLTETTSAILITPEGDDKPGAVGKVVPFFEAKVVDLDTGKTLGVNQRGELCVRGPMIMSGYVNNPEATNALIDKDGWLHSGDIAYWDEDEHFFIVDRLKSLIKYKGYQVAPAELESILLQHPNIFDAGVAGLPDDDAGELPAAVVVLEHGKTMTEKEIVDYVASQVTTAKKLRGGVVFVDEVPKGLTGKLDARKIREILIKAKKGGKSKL
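Purified P. pyralis luciferase, 10 nM final, with Km-level 10 uM D-luciferin and 10 uM ATP in 50 mM Tris acetate pH 7.5, 10 mM Mg acetate, 0.01% Tween-20, 0.05% BSA; 6-point qHTS titration about 60 µM downward; luminescence read.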
FBPA coupling cs = counter-screen for Giardia aldolase inhibitors: coupling enzyme system. 290,000 tested, 0.67% active. activity change, negative = inhibition, % at 58.2 µM, hits read low. coupling enzyme system counterscreen, AmpLite Red fluorescence; in the data active means activity change below about -30%; further: on the % scale 0 is the no-effect control and ±100 the full control effect
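First, compound is pin-transferred into glyceraldehyde-3-phosphate coupling-enzyme reagent at 57.5 uM final and held 10 min at RT. Next, substrate, coupling system and AmpLite Red are added. After 20 min RT, fluorescence (525/598 nm) is read.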
NPC1 promoter act = activators of NPC1 promoter; Huh7 NPC1 promoter luciferase reporter, 24 h; 320,000 tested, 2.4% active; Potency, µM (highest dose often 9.22 µM), inactives show at the highest dose activation, usual class: activators;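 further: potency means the concentration at half of the fitted maximal effect; % of control where 0% means no effect; nearly all actives have a fitted effect of over 60% in size; reporter is driven by a mutant NPC1 promoter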
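Huh7 reporter cells (NPC1 promoter driving luciferase) are dosed with compound for 24 h at 37 °C, 5% CO2; luciferase detection reagent is then added and luminescence measured after 10 min at ambient temperature.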
Giardia killer = kills Giardia lamblia; Giardia lamblia trophozoite viability; activity change, % at 7.66 µM, hits read low; 340,000 tested, 0.15% active; AID 540267; in the data active means activity change below about -80%; inconclusive means between about -30% and that limit;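 further: parasites exposed to compound for two days anaerobically before the ATP read; on the % scale 0 is the no-effect control and ±100 the full control effect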
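Compounds were tested on trophozoites seeded at 100 cells/well and held 48 hrs at 37 deg C anaerobically. An ATP-based luminescent kit measured the remaining live cells.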
uPA surface inh = inhibitors of cell surface uPA generation; cell surface uPA generation assay, qHTS; Potency, µM (doses to about 38.3 µM), inactives show at the top dose activity change, negative = inhibition, actives largely listed as inhibitors; 330,000 tested, 0.31% active; AID 540303; active means well fitted inhibition curve with a large enough effect; inconclusive means small, poorly fitted or top-dose-only effect; inactive means no such curve, though single readings can be large or run the other way; tested in mouse RAW 264.7 cells; further: potency means the concentration at half of the fitted maximal effect; on the % scale 0 is the no-effect control and ±100 the full control effect; nearly all actives have a fitted effect of over 55% in size
ELG1 genotox = inducers of genotoxicity in HEK293T ELG1-luciferase cells; HEK293T ELG1-luciferase reporter, luminescence, 16 h; 330,000 tested, 1.3% active; Potency, µM (highest dose often 46 µM), for inactives: at the top dose activity change, positive = activation, most hits filed as activators; AID 504466; further: potency means the concentration at half of the fitted maximal effect; % of control where 0% means no effect; nearly all actives have a fitted effect of over 60% in size
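DMSO vehicle served as control against compound-treated ELG1-luciferase HEK293T cells; exposure lasted 16 hr at 37 °C and 5% CO2, followed by ONE-Glo luminescence detection after 30 min.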
Gal4-VP16 FLuc = Gal4-VP16 reporter inhibition counter-screen | AID 2546 | Potency, µM (series often up to 53.6 µM), for inactives: at the top dose activity, negative = inhibition, actives largely listed as inhibitors | Drosophila S2 Gal4-VP16 UAS-luciferase, luminescence, 20 h | 310,000 tested, 3.5% active;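 further: Gal4-VP16 expression switched on by copper sulfate through the metallothionein promoter; potency means the concentration at half of the fitted maximal effect; on the % scale 0 is the no-effect control and ±100 the full control effect; nearly all actives have a fitted effect of over 50% in size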
Active calls of the source: *; ? = inconclusive; · = not tested or not shown; [ ] = remark or other dose. Unless noted, the call rests on the fitted dose curve; in most records, active means well fitted curve in the direction sought with a large enough effect; inconclusive means small, poorly fitted or top-dose-only effect, or another doubt; inactive means no such curve, though single readings can be large; an effect the other way counts as inactive or inconclusive. This is a random part of the collection; about 14% have a hit in one of these screens.

1	CCCCN(CCCC)S(=O)(=O)c1ccc2[nH]c(=O)[nH]c2c1
2	COc1ccc(S(N)(=O)=O)cc1C(=O)NNC(=O)CN(C)S(=O)(=O)c1ccc(Cl)cc1
3	CCN1CCN(S(=O)(=O)c2ccc(Cl)c(C(=O)N(C)Cc3cccc(Cl)c3Cl)c2)CC1
4	COc1cc(C(=O)O)c2ccccc2n1
5	CCCCN1C(=O)NC(NC(=O)c2ccco2)(C(F)(F)F)C1=O (stereo not given)
6	CCOC(=O)c1[nH]c2ccccc2c1NC(=O)NC1CCCCC1

compound no.,1,2,3,4,5,6
Tb PFK block,2%,-10%,-3%,-1%,1%,0%
KCNH2 3.1 inh,17,-6,0,22,-21,1
RORgamma inh,7%,·,·,-10%,7%,-12%
Rab9 promoter act,-1%,?,2%,0%,-2%,5%
FLuc counter,3%,2%,5%,-10%,-1%,-1%
FBPA coupling cs,-2,·,·,0,-2,0
NPC1 promoter act,1%,-4%,-8%,-5%,-4%,-3%
Giardia killer,-13,14,1,-13,-8,3
uPA surface inh,·,-8%,-2%,14%,·,-10%
ELG1 genotox,0%,0%,-6%,0%,-2%,-1%
Gal4-VP16 FLuc,7%,·,·,-6%,-6%,-6%

7	Cn1c(=O)c2ncn(CC(=O)Nc3cc(C(F)(F)F)ccc3N3CCOCC3)c2n(C)c1=O
8	CCN1CCN(C(=O)CN2C(=O)COc3ccc(S(=O)(=O)N4CCOCC4)cc32)CC1
9	O=C(CCC(=O)N1CCN(S(=O)(=O)c2ccccc2)CC1)c1cccs1
10	CC(C)CN(C(=O)CC1CCCC1)c1c(N)n(Cc2ccccc2)c(=O)[nH]c1=O
11	O=C(CSc1n[nH]c(-c2ccccc2O)n1)N1CCCc2ccccc21
12	COc1cccc(CNCCN2CCOCC2)c1OC

compound no.,7,8,9,10,11,12
Tb PFK block,1%,0%,-1%,1%,5%,·
KCNH2 3.1 inh,2,3,-12,28,-9,-2
RORgamma inh,?,-13%,12%,·,11µM*,-12%
Rab9 promoter act,1%,-6%,-6%,-3%,10%,·
FLuc counter,3%,-3%,0%,4%,?,-1%
FBPA coupling cs,1,·,2,·,-4,1
NPC1 promoter act,0%,-2%,-1%,-3%,0%,·
Giardia killer,1,-5,8,11,9,14
uPA surface inh,·,3%,0%,0%,-11%,2%
ELG1 genotox,1%,2%,0%,-3%,-9%,·
Gal4-VP16 FLuc,5%,3%,-9%,·,14%,3%

The closing four entries of the part before open the next one.
9	O=C(CCC(=O)N1CCN(S(=O)(=O)c2ccccc2)CC1)c1cccs1
10	CC(C)CN(C(=O)CC1CCCC1)c1c(N)n(Cc2ccccc2)c(=O)[nH]c1=O
11	O=C(CSc1n[nH]c(-c2ccccc2O)n1)N1CCCc2ccccc21
12	COc1cccc(CNCCN2CCOCC2)c1OC
13	Cc1ccc2cc(C)c(N3CCC(C)CC3)nc2c1
14	O=C(O)CC(CC(=O)Nc1ccccc1C(=O)O)c1ccccc1 (stereo not given)
15	Nc1nc(SCC(=O)Nc2ccc(OCc3ccccc3)cc2)n[nH]1
16	COc1ccc(CCNC(=O)C(=O)N/N=C/c2cccs2)cc1OC
17	CCCC(=O)NC(c1ccc(C)cc1)c1ccc2cccnc2c1O (stereo not given)
18	COc1ccc(N=Cc2nc(-c3ccccc3)oc2OC(=O)c2ccccc2)cc1

compound no.,9,10,11,12,13,14,15,16,17,18
Tb PFK block,-1%,1%,5%,·,3%,1%,0%,-7%,3%,-2%
KCNH2 3.1 inh,-12,28,-9,-2,14,0,-14,3,-9,24
RORgamma inh,12%,·,11µM*,-12%,0%,-10%,?,3%,1.6µM*,-14%
Rab9 promoter act,-6%,-3%,10%,·,4%,1%,?,-7%,-38%[inhibitor],?
FLuc counter,0%,4%,?,-1%,?,0%,?,-1%,0%,11µM*
FBPA coupling cs,2,·,-4,1,-4,-7,1,3,-2,-1
NPC1 promoter act,-1%,-3%,0%,·,-9%,2%,?,-5%,-30%[inhibitor],27%
Giardia killer,8,11,9,14,11,5,1,3,2,-10
uPA surface inh,0%,0%,-11%,2%,4%,3%,-9%,1%,-13%,?
ELG1 genotox,0%,-3%,-9%,·,2%,1%,3%,-1%,?,?
Gal4-VP16 FLuc,-9%,·,14%,3%,0%,-2%,-3%,-3%,2.2µM*,?

19	O=C(N/N=C/c1ccccc1OC(F)F)c1cc(-c2ccncc2)nc2ccccc12
20	CCCN(CC(=O)Nc1ccccc1OC)C(=O)c1cc(S(=O)(=O)NCc2ccccc2)ccc1C
21	CCCN1CCc2c(sc3nc(SCC)n(-c4ccccc4)c(=O)c23)C1
22	O=C(NNCc1ccc(O)cc1)c1ccccc1Cl
23	Cc1c(C)n(Cc2ccc(F)cc2)c2ccc(C(=O)N3CCN(c4ccccn4)CC3)cc12
24	Cc1ccc(S(=O)(=O)N2CCCCC2)cc1NC(=O)CSc1ccc2c(c1)OCCO2

compound no.,19,20,21,22,23,24
Tb PFK block,-7%,1%,-6%,0%,-6%,-23%
KCNH2 3.1 inh,0,4,-24,6,-23,10
RORgamma inh,-26%,22%,2%,-42%,12%,3%
Rab9 promoter act,-14%,4%,0%,-9%,0%,-5%
FLuc counter,?,1%,-1%,?,1%,?
FBPA coupling cs,1,-1,0,2,-1,-1
NPC1 promoter act,-19%,-2%,0%,27%,-4%,-2%
Giardia killer,-18,-7,-11,-18,3,11
uPA surface inh,-14%,-3%,-5%,-8%,-18%,1%
ELG1 genotox,1%,-6%,-11%,?,-3%,-2%
Gal4-VP16 FLuc,-3%,-1%,5%,6%,-1%,-17%

25	O=C(N/N=C/c1c[nH]c2ccccc12)C1CC1c1ccccc1 (stereo not given)
26	Nc1ccc(C2(c3ccc(N)cc3)C(=O)Nc3ccccc32)cc1
27	CCC(C)(C)n1nnnc1C(c1ccccc1OC)N1CCN(C(=O)c2ccco2)CC1 (stereo not given)
28	CCOC(=O)c1c(NC(NC(C)=O)C(Cl)(Cl)Cl)sc(C(C)=O)c1C (stereo not given)
29	NC(=O)c1cccnc1Nc1cccc(F)c1
30	CCOc1ccc(CCNC(=O)CS(=O)(=O)Cc2nc(-c3cccc(OC)c3)oc2C)cc1

compound no.,25,26,27,28,29,30
Tb PFK block,4%,5%,0%,-3%,-10%,-6%
KCNH2 3.1 inh,13,5,-1,-6,3,-13
RORgamma inh,?,28%,7%,38%,?,-5%
Rab9 promoter act,-7%,7%,-1%,-4%,-2%,-12%
FLuc counter,-14%,0%,0%,-2%,-13%,-2%
FBPA coupling cs,-3,2,2,-3,4,-1
NPC1 promoter act,0%,1%,-8%,-6%,1%,-4%
Giardia killer,0,6,16,27,-7,5
uPA surface inh,-4%,16%,-1%,-2%,-2%,-10%
ELG1 genotox,-2%,0%,-4%,-6%,7%,-8%
Gal4-VP16 FLuc,?,0%,18%,0%,0%,-20%

31	CC(=O)N(CCCN1CCOCC1)Cc1ccncc1
32	CC(NS(=O)(=O)c1ccc(CCC(=O)NCc2cccnc2)cc1)c1ccccc1 (stereo not given)
33	CC(C)OC(=O)NC(C)(C)COC(=O)Nc1cccc(Cl)c1
34	Fc1ccc(NC(=S)NN=C2CCCCCC2)cc1
35	CCc1c(C)sc(NC(=O)c2ccoc2C)c1C(N)=O
36	CN(C)C(=O)CCc1nc2sc3c(c2c(=O)[nH]1)CCCC3

compound no.,31,32,33,34,35,36
Tb PFK block,1%,-3%,0%,1%,?,1%
KCNH2 3.1 inh,4,-6,14,-16,-11,12
RORgamma inh,-5%,20%,?,4.5µM*,11%,10%
Rab9 promoter act,-3%,2%,1%,?,20%,-2%
FLuc counter,4%,0%,-17%,?,11µM*,2%
FBPA coupling cs,1,-3,-5,2,·,2
NPC1 promoter act,8%,0%,-1%,?,20%,-1%
Giardia killer,-10,-21,-14,-8,-10,-12
uPA surface inh,3%,-3%,·,8%,0%,1%
ELG1 genotox,2%,0%,-1%,4%,8%,3%
Gal4-VP16 FLuc,9%,10%,-7%,18µM*,-22%,7%

37	COc1ccc(C(=O)NCc2c(CC(C)C)oc(C)c2C(=O)O)cc1
38	CC(=O)c1sc(-c2ccccc2)nc1C
39	O=C(O)CCCNS(=O)(=O)Cc1ccccc1
40	COc1cccc(C(=O)CN2CCN(S(=O)(=O)c3cccc([N+](=O)[O-])c3)CC2)c1

compound no.,37,38,39,40
Tb PFK block,-1%,3%,-1%,13%
KCNH2 3.1 inh,16,22,-1,3
RORgamma inh,4%,2%,21%,-20%
Rab9 promoter act,1%,5%,-7%,-8%
FLuc counter,14%,-19%,-3%,0%
FBPA coupling cs,-5,-1,0,-4
NPC1 promoter act,1%,1%,1%,2%
Giardia killer,-4,-16,20,-18
uPA surface inh,-4%,-3%,2%,2%
ELG1 genotox,-1%,12%,-3%,1%
Gal4-VP16 FLuc,-1%,-23%,0%,-23%
